ARNT TACC3 PPI – ARNT/TACC3 interaction disruption | Q9Y6A5 | AlphaScreen His-ARNT PAS-B/GST-TACC3 binding, luminescence; TACC3 fragment carries E629A point mutation | inhibition, % at 9.99 µM | actives 0.66% (n = 390,000) | AID 623870;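 active = mean inhibition of replicates at least 50% and at least half of replicates each reaching 50%; inconclusive = half or more replicates reach 50% but mean below 50%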;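 note: 0% = complete ARNT plus TACC3 wells and 100% = ARNT alone without TACC3; many hits fall short of the cut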
PglD DTNB – blocks C. jejuni PglD acetyltransferase activity; purified PglD enzyme, DTNB colorimetric CoA detection; inhibition, % at 12.5 µM; AID 602405; actives 0.098% (n = 360,000); in the data active = inhibition above about 16%, passing the limit was not always enough; inconclusive = no clear call, values can overlap the other calls; note: strong numbers were not always called active
RAD54 inh – inhibitors of human RAD54 branch migration; RAD54 Holliday junction branch migration, FAM/BHQ fluorescence; inhibition, % at 10.4 µM; AID 602329; actives 0.14% (n = 360,000); Q92698;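 active = mean normalized replicate activity at least 40 and at least half of replicates scoring 40 or more; inconclusive = only one of the two criteria met; inactive = mean below 40 and under half of replicates reaching 40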;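 note: 0% = median of neutral control wells and 100% = median of positive control wells; inhibitors cause a drop in the FAM fluorescence signal; in these data hits start at about 50%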
esBAF inh – blocks esBAF chromatin remodeling in mouse ES cells; Bmi1-luciferase knock-in reporter, 24 h; 100% = twice the neutral-well signal; reporter increase, % at 12.5 µM; actives 2% (n = 350,000); in the data active = activation above about 40%; inconclusive = no clear call, values can overlap the other calls;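 note: 0% = median of the plate's neutral control wells and 100% = double that signal; a rise in the Bmi1 reporter signal indicates esBAF inhibition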
CASP6 VEID inh – inhibitors of human caspase-6; purified caspase-6, Z-VEID-R110 cleavage fluorescence; P55212; inhibition, % at 12.5 µM; actives 0.53% (n = 350,000); AID 686996;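 active = mean inhibition across replicates at least about 35%, with every replicate also reaching that limit, limit read from the data; inconclusive = only one of the two criteria met; inactive = neither criterion met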;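 note: 0% = median of neutral control wells and 100% = no fluorescence left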
Target sequence (P55212 24-179 limits assumed): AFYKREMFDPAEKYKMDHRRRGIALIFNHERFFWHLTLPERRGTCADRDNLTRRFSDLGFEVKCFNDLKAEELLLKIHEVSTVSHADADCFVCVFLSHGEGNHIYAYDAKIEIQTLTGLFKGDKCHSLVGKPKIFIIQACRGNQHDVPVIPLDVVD
Target sequence (P55212 194-293 limits assumed): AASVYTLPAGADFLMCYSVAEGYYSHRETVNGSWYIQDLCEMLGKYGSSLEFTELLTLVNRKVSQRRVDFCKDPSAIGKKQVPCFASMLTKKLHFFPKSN
RAD52 inh – blocks human RAD52 DNA annealing. P43351. recombinant RAD52 DNA annealing, FRET fluorescence. inhibition, % at 18.7 µM. actives 0.46% (n = 360,000). AID 651710;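 active = every replicate showing at least 50% inhibition; inconclusive = mean inhibition at least 50% but not in every replicate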
E-selectin induc – induces E-selectin expression in human endothelial cells; AID 686992; activation, % at 7.58 µM; HUVEC E-selectin immunofluorescence imaging; normalized: neutral wells 0, TNF-alpha wells 100; P16581; actives 0.37% (n = 260,000);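 active = mean E-selectin-positive cell signal at least 10% of the positive control, reached in at least 60% of replicates, without over 20% cell loss; inconclusive = no rule given, readout overlaps actives, possibly toxicity-flagged; inactive = the rest, including those meeting only one limit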;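 note: in these data hits start at about 27%; measured in HUVEC primary endothelial cells; signal is the percent of cells scored E-selectin positive by PE staining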
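assay system = HUVEC, human umbilical vein endothelial cells | input = 3,000 HUVEC seeded per well | medium = EGM-2 growth medium on 0.1% gelatin-coated wells | dosing = one compound dose added by pin transfer | signal = immunofluorescence imaging | read-out basis = % PE-positive cells | control set = TNF-alpha, DMSO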
ERp5 block – blocks human ERp5 reductase activity on insulin | ERp5 insulin aggregation, absorbance 650 nm, 90 min | AID 651711 | Q15084 | actives 0.05% (n = 350,000) | inhibition, % at 9.99 µM;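 active = mean replicate inhibition above about 25%, with every replicate also reaching it, limit read from the data, passing the limit was not always enough; inconclusive = only one of those two criteria met; inactive = neither criterion met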
Target sequence (Q15084 whole entry, looked up): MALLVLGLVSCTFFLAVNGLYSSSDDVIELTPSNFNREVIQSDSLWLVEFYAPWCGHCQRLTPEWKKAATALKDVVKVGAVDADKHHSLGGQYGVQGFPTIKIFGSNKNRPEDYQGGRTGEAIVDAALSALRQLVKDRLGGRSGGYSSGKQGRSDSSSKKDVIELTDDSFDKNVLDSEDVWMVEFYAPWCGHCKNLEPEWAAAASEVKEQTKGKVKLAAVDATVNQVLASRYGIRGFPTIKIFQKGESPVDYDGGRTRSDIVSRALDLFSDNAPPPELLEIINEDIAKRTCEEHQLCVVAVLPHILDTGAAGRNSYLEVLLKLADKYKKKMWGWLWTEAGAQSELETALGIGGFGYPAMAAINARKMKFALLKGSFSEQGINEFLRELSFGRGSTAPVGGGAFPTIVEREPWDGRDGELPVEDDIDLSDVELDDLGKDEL
Active calls of the source: *; ? = inconclusive; nt = not tested or not shown.

SMILES | ARNT TACC3 PPI | PglD DTNB | RAD54 inh | esBAF inh | CASP6 VEID inh | RAD52 inh | E-selectin induc | ERp5 block
NNC(=O)CNC(=O)c1ccccc1F | 4.8 | 1.4 | 9.0 | -1.3 | nt | nt | nt | nt
COc1ccc(NC(=O)CN(C)C(=O)CN2C(=O)c3ccc([N+](=O)[O-])cc3C2=O)cc1 | -2.4 | -2.9 | -0.8 | -5.5 | 0.5 | -6.1 | -0.2 | -6.2
Cc1ccc(N2CCN(S(=O)(=O)N(C)C)CC2)c(C)c1 | -8.3 | -1.1 | -3.4 | 8.5 | -3.1 | -6.0 | 3.9 | -5.2
COc1cccc(-c2noc(C3CCCN(C(=O)c4ccccc4OC)C3)n2)c1 (stereo not given) | -1.8 | -0.2 | -11.3 | ? | 0.7 | -3.9 | nt | 1.4
CCCNC(=O)N1C[C@H](O)COC[C@H]2O[C@H](CC(=O)N3CCOCC3)CC[C@@H]21 | 1.8 | -0.8 | 0.1 | -2.5 | -0.8 | -6.8 | 0.0 | 6.8
N#Cc1ccsc1NC(=O)CN(Cc1ccccc1)Cc1ccccc1 | -3.5 | -1.2 | 6.3 | 11.9 | nt | nt | 1.7 | nt
CO[C@H]1CN(C)C(=O)c2ccc(NC(=O)Nc3ccc(Cl)cc3)cc2OC[C@@H](C)N(C)C[C@H]1C | 1.1 | 1.1 | 12.7 | 3.8 | -13.4 | 7.2 | 0.8 | 2.8
Fc1cccc(Cl)c1C1Nc2cccc3cccc(c23)N1 | -4.9 | 0.1 | 5.6 | 3.4 | 3.6 | -7.0 | nt | 0.7
CCN(CC)C(=O)CSc1nnc(-c2ccccn2)n1-c1ccc(C)c(C)c1 | 52.4* | 1.4 | -12.5 | 1.0 | nt | nt | nt | nt
O=C(Nc1cccnc1)c1ccc(COc2ccccc2Br)o1 | 0.1 | 1.3 | -2.4 | 4.4 | nt | nt | nt | nt
Cc1ccc(C(=O)N/C(=C\c2cn(C)c3ccccc23)C(=O)N2CCN(C)CC2)cc1 | -18.2 | -6.8 | 3.6 | -6.4 | -3.9 | -30.6 | -0.1 | 3.5
CC1CCN(C(=O)c2[nH]cnc2C(=O)Nc2ccccc2)CC1 | -3.3 | 2.1 | 2.2 | 7.9 | 3.0 | -20.0 | -0.2 | 1.8
C[C@@H]1CN([C@@H](C)CO)S(=O)(=O)c2ccc(C3=CCCCC3)cc2O[C@@H]1CN(C)C(=O)Nc1ccc2c(c1)OCO2 | 3.0 | 3.4 | 2.0 | 1.6 | -1.5 | 10.0 | 0.0 | 2.5
O=C(COC(=O)c1ccc2c(c1)C(=O)N(c1cccc3ncccc13)C2=O)c1ccc(Cl)cc1 | nt | 7.3 | -9.5 | 1.5 | 0.8 | -8.5 | nt | 3.9
C[C@@H]1CCCCO[C@H](CN(C)C(=O)Cc2ccccc2)[C@@H](C)CN([C@@H](C)CO)C(=O)c2cc(NS(C)(=O)=O)ccc2O1 | 9.7 | 4.2 | -7.8 | -4.3 | 0.4 | 2.4 | -0.2 | 2.8
O=C(O)C[C@@H]1C[C@@H]2c3cc(NC(=O)c4ccc5c(c4)OCO5)ccc3O[C@@H]2[C@H](CO)O1 | 2.7 | 2.7 | 8.2 | -3.7 | -3.4 | 5.8 | -0.2 | -2.8
COc1ccccc1OCC(=O)Nc1cccc(-c2nc3ccccc3o2)c1 | nt | nt | nt | 38.9 | 1.2 | 0.1 | nt | 12.8
CCC1=C/C(=C/N(C)c2ccccc2)C(=O)S1 | 1.3 | -5.6 | -6.7 | 6.8 | nt | nt | nt | nt
CCOC(=O)c1nn(-c2sc(C(=O)OC)c(C)c2C(=O)OC)cc1O | 3.7 | 5.7 | -12.2 | 10.1 | 1.9 | -8.1 | nt | 0.6
C[C@@H]1CCCCO[C@H](CN(C)Cc2ccccc2)[C@H](C)CN([C@@H](C)CO)C(=O)c2cc(NC(=O)Nc3ccccc3)ccc2O1 | 9.2 | -0.8 | -19.6 | -0.3 | 0.2 | 8.6 | nt | -0.4
O=C(C[C@@H]1CC[C@@H]2[C@H](COC[C@@H](O)CN2Cc2cccc(C(F)(F)F)c2)O1)NCc1ccncc1 | 11.1 | -2.2 | 2.6 | 0.2 | -0.2 | -6.0 | 0.0 | 1.8
O=C(Cc1cccs1)N(c1ccc(Cl)cc1)C1C=CS(=O)(=O)C1 (stereo not given) | -5.0 | 1.3 | -5.4 | -2.4 | nt | nt | nt | nt
O=C(COC(=O)CNS(=O)(=O)c1c(Cl)cccc1Cl)Nc1ccccc1Sc1ccccc1 | -2.8 | -1.6 | 2.4 | -5.6 | -1.5 | -53.4 | nt | 0.4
COC(=O)Nc1ccc(S(=O)(=O)Nc2ccc(C(=O)O)cc2)cc1 | -5.1 | nt | nt | nt | 0.5 | -12.0 | nt | 5.7
c1ccc(-c2cc(N3CCCCC3)c3ccccc3n2)cc1 | -21.5 | nt | nt | nt | -2.0 | 3.8 | 6.3 | -2.0

Next part:
SMILES | ARNT TACC3 PPI | PglD DTNB | RAD54 inh | esBAF inh | CASP6 VEID inh | RAD52 inh | E-selectin induc | ERp5 block
COC(=O)c1ccc(CSc2nnc(-c3c[nH]c4ccccc34)n2C)o1 | -3.0 | 2.7 | -7.8 | 1.2 | -1.4 | -26.3 | 0.0 | -8.8
CCCCCCCCN1C(=O)[C@H](CC(=O)NCC2CCCCC2)C[C@@]2(C(=O)OC)CC(C)(C)CC=C12 | nt | nt | nt | nt | -0.1 | -9.1 | 2.8 | 6.4
Cc1ccc(NC(=O)CSc2nc(=O)n(Cc3ccncc3)c3c2CCC3)c(C)c1 | -12.4 | -7.2 | 1.9 | -4.7 | 2.0 | -3.4 | nt | 5.4
COc1ccccc1Cc1c(C(C)(C)C)nc2c(C)cc(Br)cn12 | nt | nt | nt | nt | 3.4 | -89.3 | -1.9 | 1.1
CN(CC(=O)Nc1nc2ccccc2s1)S(=O)(=O)c1ccccc1 | -5.6 | -2.0 | -2.1 | ? | nt | nt | nt | nt
O=C(OCC(=O)N1CCN(c2ccccc2)CC1)c1nc(Cl)ccc1Cl | 2.1 | 4.2 | -20.6 | 5.0 | -0.8 | -12.9 | nt | -19.7
CCOC(=O)C1(C)Oc2ccccc2C(C(=O)OC)=C1C(=O)OC (stereo not given) | 0.6 | -4.8 | -0.9 | -8.3 | 6.8 | -1.0 | nt | 0.8
COCc1cc(C)n(CC(=O)Nc2cccc(C)c2)c(=O)c1C#N | 1.8 | -5.4 | -2.5 | -4.0 | 3.2 | -4.4 | 1.8 | -10.4
COC(=O)c1ccc(COC(=O)c2cnccn2)cc1 | nt | nt | nt | nt | 1.1 | 2.4 | -0.1 | -9.3
Cc1ccc(S(=O)(=O)N2CCCCC2)cc1NC(=O)C1CC(=O)N(Cc2ccccc2)C1 (stereo not given) | -2.6 | -2.0 | -6.2 | -5.6 | nt | nt | nt | nt
Cc1cccc(Cl)c1OCCN1CCCC1 | -5.6 | -3.7 | 2.4 | -7.8 | -7.8 | 3.7 | nt | 0.0
O=C(CN1C(=O)C2C3C=CC(C4CC34)C2C1=O)Oc1ccccc1 (stereo not given) | -12.9 | -1.7 | 8.9 | nt | 2.6 | -15.0 | -0.3 | 2.8
Cc1ccc(N(CC(=O)N2CC(=O)Nc3ccccc32)S(=O)(=O)c2ccc3c(c2)OCCO3)cc1 | 30.2 | -4.1 | 1.4 | -1.3 | -0.4 | -14.0 | nt | -0.8
CC(C)(C)c1ccc(OCC(=O)N2CCCCCC2)c(Br)c1 | -7.4 | nt | nt | nt | -0.6 | -8.1 | 0.2 | -7.1
COc1ccccc1NC(=O)c1ccc2c(c1)N(CC#N)C(=O)C(C)(C)O2 | 13.3 | -3.6 | -4.0 | 4.7 | 0.2 | -13.9 | 0.0 | -0.5
C[C@@H]1CN([C@@H](C)CO)C(=O)c2cc(C#CCc3ccccc3)cnc2O[C@@H]1CN(C)Cc1ccccn1 | 10.2 | 2.4 | -3.2 | 1.7 | 2.2 | -9.2 | -2.2 | 3.5
CC(C)NC(=O)N(C)C[C@@H]1Oc2ccc(NC(=O)Nc3cccc4ccccc34)cc2C(=O)N([C@H](C)CO)C[C@@H]1C | -1.9 | 2.6 | -0.4 | -2.4 | 1.3 | 4.1 | 0.0 | -2.4
CCOC(=O)/C(C#N)=C\C=C1C=CN(C)C=C1 | -3.0 | -7.1 | -107.3 | 13.5 | nt | nt | nt | nt
Cn1nc(C(C)(C)C)c([N+](=O)[O-])c1C(=O)NCCO | 2.7 | nt | nt | nt | -1.9 | -9.5 | nt | 3.6
Cc1nnc(SCC(=O)N2CCN(C(=O)c3ccco3)CC2)n1C | 2.3 | 2.6 | -6.0 | 1.2 | -2.3 | -12.5 | 1.6 | -2.0
CC1CCN(c2ccc3c(c2)S(=O)(=O)c2ccccc2C3=O)CC1 | -15.3 | -4.2 | -12.1 | 52.7* | 0.7 | -165.1 | 0.3 | -4.2
COc1cc(/C=C(\C#N)c2nc3ccc(C)cc3[nH]2)cc([N+](=O)[O-])c1O | 43.4 | nt | nt | nt | 16.2 | -20.9 | -0.7 | 4.7
Cc1[nH]n(-c2ccccc2)c(=O)c1/C=N/O | 12.4 | -3.1 | -10.4 | -6.1 | 0.0 | -12.1 | nt | -1.6
CS(=O)(=O)N1c2ccccc2[C@]2(Br)C[C@H]3C(=O)N[C@@H](Cc4ccccc4)C(=O)N3[C@H]12 | -2.3 | 6.1 | 10.9 | 7.0 | 3.5 | -2.4 | -0.1 | -0.1
CC(=O)Nc1ccc(NC(=O)C(c2ccccc2)c2ccccc2)cc1 | 0.8 | -2.2 | 1.5 | -9.3 | -0.1 | -2.6 | nt | -7.7

Following part:
SMILES | ARNT TACC3 PPI | PglD DTNB | RAD54 inh | esBAF inh | CASP6 VEID inh | RAD52 inh | E-selectin induc | ERp5 block
Cc1occc1C(=O)NCc1cccs1 | -0.6 | 1.7 | -3.7 | -1.2 | nt | nt | nt | nt
COc1ccccc1NC(=O)Nc1ccc2c(c1)C(=O)N(C)[C@H]1CC[C@H](CC(=O)Nc3ccc4c(c3)COC4)O[C@@H]1CO2 | 2.0 | -0.2 | 0.7 | 1.8 | -1.8 | 6.6 | -0.2 | 1.8
CN(C)c1ccc(-c2nnc(-c3cccs3)o2)cc1 | -7.9 | nt | nt | nt | 5.0 | -11.7 | nt | -0.2
Cc1cccc(CCNC(=O)CCS(=O)(=O)c2cc3c(cc2Cl)NC(=O)CO3)c1 | -20.6 | 13.4 | 0.7 | -2.5 | 3.1 | -12.4 | -0.4 | 4.2
O=C1CC(=C2c3ccccc3-c3ccccc32)C(=O)N1CCN1CCN(c2cccc(Cl)c2)CC1 | 2.1 | -6.2 | 2.2 | -5.3 | nt | nt | nt | nt
Cc1nn(-c2ccccc2)c(C)c1/C=N/O | -3.9 | 1.6 | 1.9 | 11.5 | nt | nt | nt | nt
COc1ccc(NC(=O)CSc2ccccn2)cc1 | -6.8 | 2.5 | -3.7 | 29.2 | nt | nt | nt | nt
C[C@H](CO)N1C[C@H](C)[C@H](CN(C)C(=O)Nc2ccc3c(c2)OCO3)Oc2ncc(C#Cc3ccccc3)cc2C1=O | -7.9 | 0.5 | -5.2 | -14.3 | 0.2 | -6.6 | 0.2 | -7.7
Cc1nnc(SCC(=O)n2c3c(c4ccccc42)CCCC3)s1 | -0.5 | -0.3 | 1.1 | -6.6 | nt | nt | nt | nt
CCCNC(=O)c1cc(-c2ccc(Br)cc2)on1 | 0.9 | 2.7 | 8.3 | 13.7 | nt | nt | nt | nt

From PubChem
